LMPTP inh – LMPTP (human) inhibition; P24666; recombinant LMPTP-A, OMFP fluorogenic substrate, fluorescence intensity; inhibition, % at 20 µM; 0.22% of 360,000 active; AID 651560;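 active = compounds that cut the enzyme signal by at least half of the control window in the single-dose screen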;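 note: plate controls were DMSO wells with enzyme plus substrate for no effect and substrate without enzyme for full effect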
Target sequence (P24666 whole entry, looked up): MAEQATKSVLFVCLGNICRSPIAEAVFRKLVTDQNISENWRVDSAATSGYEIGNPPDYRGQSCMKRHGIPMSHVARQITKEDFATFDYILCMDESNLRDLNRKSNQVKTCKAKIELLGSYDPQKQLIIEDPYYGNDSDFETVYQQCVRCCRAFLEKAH
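Test system – LMPTP-A enzyme · Amount – LMPTP-A at 0.625 nM final in the reaction · Buffer or medium – Bis-Tris pH 6.0, DTT, detergent · Reagent – OMFP 400 µM · Doses – single 20 µM dose · Schedule – reaction 50 min, room temperature, dark · Detection – fluorescence intensity of OMFP turnover product · Evaluation – percent inhibition versus substrate-only and uninhibited controls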
MsrA inh – inhibits bovine methionine sulfoxide reductase A; 0.75% of 360,000 active; purified bovine MsrA, absorbance read-out; inhibition, % at 15.5 µM; AID 651718; in the data active = inhibition above about 4.5%;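 note: 0% = vehicle wells with enzyme and 100% = reference inhibitor wells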
SUMO1-SIM PPI – SUMO1-SIM interaction modulation; inhibition, % at 20 µM; 0.33% of 360,000 active; SUMO1 binding to a labelled peptide, TR-FRET, 1 h; in the data active = inhibition above about 37%
Target sequence (P63165 whole entry, looked up): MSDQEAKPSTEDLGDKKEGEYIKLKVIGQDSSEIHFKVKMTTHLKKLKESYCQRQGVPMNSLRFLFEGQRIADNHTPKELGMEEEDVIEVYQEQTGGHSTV
NRP1-CendR mod – modulators of CendR peptide binding to human neuropilin-1 | O14786 | FAM-RPARPAR peptide binding to NRP-1, fluorescence polarization | inhibition, % at 25 µM | 0.85% of 360,000 active | AID 602438;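 active = inhibition or corrected inhibition above about 18%, plus a signal ratio from 0.5 to 1.5, limit read from the data, passing the limit was not always enough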; note: strong numbers were not always called active
bovine MsrA act – activates bovine MsrA enzyme; purified bovine MsrA, absorbance read-out; activation, % at 10.6 µM; 0.3% of 360,000 active; in the data active = activation above about 7.5%;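 note: 0% = vehicle and 100% = reference activator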
DNMT1 block – blocks human DNA methyltransferase DNMT1 | DNMT1 molecular beacon, Hinp1I cleavage, fluorescence | P26358 | AID 588458 | inhibition (reported as % activation of signal), % at 10 µM | 0.83% of 360,000 active; in the data active = inhibition above about 50%
Tb MetRS inh – Trypanosoma brucei MetRS inhibition | purified T. brucei MetRS, ATP depletion, Kinase-Glo luminescence | inhibition, % at 11.9 µM | 0.4% of 360,000 active;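 active = inhibition above a per-plate cutoff of the control wells' mean inhibition plus 3 SD, cut at about 5.5% in these data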;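 note: 0% = DMSO wells median and 100% = median of wells with control inhibitor compound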
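System: purified T. brucei MetRS enzyme / Detection: Kinase-Glo luciferase luminescence reporting remaining unconsumed ATP / Medium: HEPES buffer with MgCl2, KCl, DTT, spermine, BSA, pyrophosphatase / Replication: singlicate, one well per compound / Evaluation: percent inhibition relative to median high and low control wells / Schedule: 2 h aminoacylation at 25 °C after 15 min preincubation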
STEP block – STEP (human) phosphatase inhibition. recombinant STEP, OMFP fluorogenic substrate, fluorescence. inhibition, % at 20 µM. 0.25% of 360,000 active. AID 588621;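 active = inhibition at 20 µM, scaled per plate between control wells, above about 37%, limit read from the data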;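 note: 0% = DMSO with enzyme and substrate and 100% = substrate only without enzyme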
Target sequence (P54829 whole entry, looked up): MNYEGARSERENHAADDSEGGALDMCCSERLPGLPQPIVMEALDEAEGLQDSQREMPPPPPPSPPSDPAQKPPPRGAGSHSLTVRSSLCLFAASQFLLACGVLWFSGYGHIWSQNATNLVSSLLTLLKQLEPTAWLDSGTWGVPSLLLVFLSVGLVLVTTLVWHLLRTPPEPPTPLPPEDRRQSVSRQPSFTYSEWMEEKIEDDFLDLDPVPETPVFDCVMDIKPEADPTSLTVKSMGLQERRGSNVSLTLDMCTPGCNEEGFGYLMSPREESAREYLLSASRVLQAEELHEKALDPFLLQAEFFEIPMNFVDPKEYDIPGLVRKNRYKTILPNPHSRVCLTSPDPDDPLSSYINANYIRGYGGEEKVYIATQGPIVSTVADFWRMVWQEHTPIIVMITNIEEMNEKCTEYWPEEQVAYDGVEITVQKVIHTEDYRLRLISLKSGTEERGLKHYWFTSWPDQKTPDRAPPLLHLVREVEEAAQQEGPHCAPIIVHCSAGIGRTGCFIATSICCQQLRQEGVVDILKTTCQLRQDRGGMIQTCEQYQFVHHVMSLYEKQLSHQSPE
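medium = Bis-Tris buffer pH 6.0, 2.5 mM DTT, 0.005% Tween 20 | test system = STEP (striatal-enriched tyrosine phosphatase) enzyme, cell-free | measure = normalized % inhibition | compound dosing = 20 µM, 1% DMSO | also added = 25 µM OMFP | schedule = reaction 20 min, ambient temperature | measured by = fluorescence read at 480 nm ex / 540 nm em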
eLon inh – inhibitors of E. coli Lon protease | P0A9M0 | purified E. coli Lon protease, fluorescence polarization | inhibition, % at 7.94 µM | 0.42% of 360,000 active | AID 602123; in the data active = inhibition above about 13%, passing the limit was not always enough;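 note: 0% = enzyme with probe and DMSO and 100% = no enzyme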
Scp1 inh – inhibitors of human Scp-1 phosphatase; Q9GZU7; Recombinant Scp1, phosphopeptide, malachite green phosphate absorbance; inhibition, % at 20 µM; 0.88% of 340,000 active;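 active = inhibition above about 50% at 20 µM, limit read from the data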;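 note: plate controls were DMSO wells with enzyme for no effect and wells lacking enzyme for full effect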
Target sequence (Q9GZU7 76-261 limits assumed): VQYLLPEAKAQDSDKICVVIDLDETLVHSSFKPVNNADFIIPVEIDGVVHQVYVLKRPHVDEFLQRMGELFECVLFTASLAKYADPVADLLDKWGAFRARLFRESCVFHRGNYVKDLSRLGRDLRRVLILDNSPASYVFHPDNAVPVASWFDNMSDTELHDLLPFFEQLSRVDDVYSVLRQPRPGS
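Test system – truncated SCP-1 phosphatase (76-261aa) · Reagent – Phosphorylated 17-residue peptide substrate · Incubation – 45 min room-temperature reaction, 5 min colour, 30 min stabiliser · Detection – colorimetric phosphate reagent with accelerator and stabiliser, absorbance at 630 nm · Measure – % inhibition at 20 µM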
Active calls of the source: *; · = no result given; & = joins results of further samples. No enrichment for hits; overall some 4.3% were active at least once.

SMILES	LMPTP inh	MsrA inh	SUMO1-SIM PPI	NRP1-CendR mod	bovine MsrA act	DNMT1 block	Tb MetRS inh	STEP block	eLon inh	Scp1 inh
COc1ccc(NC(=O)CSc2nc3[nH]ncc3c(=O)[nH]2)c(OC)c1	-1.1	1.0	1	9	-5	1	-0.5	1	5	4
COc1ccccc1Nc1nnc(SCC(=O)N2CCCC2)s1	-0.6	0.2	24	-1	-2	4	-0.7	-3	-8	-1
CCOC(=O)C1(C(=O)OCC)NC(=O)CC1C(C)C (stereo not drawn)	-1.4	-0.5	0	3	-2	3	-0.1	1	-14	-3
COC(=O)c1[nH]c2cc(C)ccc2c1NC(=O)CN1CCCc2ccccc21	3.5	0.8	-18	-11	4	-6	-0.1	1	-8	-3
Cc1ccc(C(=O)Nc2ccc3c(c2)OCCO3)cc1S(=O)(=O)N1CCOCC1	6.0	1.2	5	-3	-8	0	-0.3	0	10	2
COC(=O)CSc1nnc(CNC(=O)c2ccc(S(=O)(=O)N3CCOCC3)cc2)n1C	-1.1	1.2	-2	-7	-10	2	-0.9	0	15	2
CSc1cccc(NC(=S)NC(=O)c2cccnc2)c1	0.0	-0.6	0	-4	-2	-1	0.9	2	-10	-4
CC(=O)N1CCN(C(=O)c2ccccc2NS(=O)(=O)c2ccc(F)cc2)CC1	-0.9	0.4	15	-2	4	4	-0.3	2	-3	-8
CCCC1Cc2c(sc(N)c2C#N)CO1 (stereo not drawn)	-1.4	0.0	-6	-25	-2	-5	-1.0	0	-1	-7
CC(=O)C1=C(O)C(=O)N(c2ccc(S(N)(=O)=O)cc2)C1c1cccc([N+](=O)[O-])c1 (stereo not drawn)	1.1	3.0	-20	5	-5	-2	0.8	-2	-6	-5
Cc1ccc(-c2nc3ccccc3c(=O)n2NC(=O)COc2ccccc2)cc1	-1.9	-0.9	13	-8	-2	-1	0.4	-3	1	-7
Cn1nc(C(=O)NC2CCCN(Cc3ccccc3F)C2)c2ccccc2c1=O (stereo not drawn)	-0.9	0.3	0	4	-2	0	0.0	0	-2	-7
CCc1nc2c(oc3ccccc32)c(=O)[nH]1	-0.7	0.7	-1	-4	1	0	-0.7	-1	3	-2
O=c1cc(-c2ccc(O)cc2)oc2c1ccc1ccccc12	54*	-0.7	90*	0	-2	33	-0.2	22	-2	15
O=C(c1cccnc1)N1CCN(c2ccc([N+](=O)[O-])cc2Cl)CC1	-1.8	2.1	-30	-10	-3	-3	5.8*	-1	-4	-6
Cc1ccc(NC(=O)CNc2ccccc2N2CCCC2=O)cc1S(=O)(=O)N1CCCCC1	0.8	-0.3	0	14	-3	-2	0.0	0	-5	-4
Cc1cccc(-n2ccnc2CN2CCN(C3CCCC3)C(CCO)C2)c1 (stereo not drawn)	-1.9	2.0	-4	4	1	0	-0.6	-1	-5	-3
COc1ccc(C)cc1S(=O)(=O)N1CCC(C(=O)NCCc2ccccc2)CC1	-0.9	-0.1	2	-6	1	4	0.0	-4	5	-5
COC(=O)c1cc(NC(=O)COC(=O)CN2C(=O)C3CC=CCC3C2=O)cc(C(=O)OC)c1 (stereo not drawn)	-0.6	0.7	7	2	-4	1	-0.5	0	-5	-1
CN=C1N(C)C[C@@H]2[C@@H]3C(=O)N(C)C(=O)[C@@H]3[C@](Cc3ccccc3)(C(=O)OC)N12	2.6	·	21	15	-1	1	1.0	2	2	-1

Another view of 4 compounds above.
SMILES | LMPTP inh | MsrA inh | SUMO1-SIM PPI | NRP1-CendR mod | bovine MsrA act | DNMT1 block | Tb MetRS inh | STEP block | eLon inh | Scp1 inh
COc1ccccc1Nc1nnc(SCC(=O)N2CCCC2)s1 | -0.6 | 0.2 | 24 | -1 | -2 | 4 | -0.7 | -3 | -8 | -1
CCOC(=O)C1(C(=O)OCC)NC(=O)CC1C(C)C (stereo not drawn) | -1.4 | -0.5 | 0 | 3 | -2 | 3 | -0.1 | 1 | -14 | -3
COC(=O)c1[nH]c2cc(C)ccc2c1NC(=O)CN1CCCc2ccccc21 | 3.5 | 0.8 | -18 | -11 | 4 | -6 | -0.1 | 1 | -8 | -3
Cc1ccc(C(=O)Nc2ccc3c(c2)OCCO3)cc1S(=O)(=O)N1CCOCC1 | 6.0 | 1.2 | 5 | -3 | -8 | 0 | -0.3 | 0 | 10 | 2

The results go on.
SMILES	LMPTP inh	MsrA inh	SUMO1-SIM PPI	NRP1-CendR mod	bovine MsrA act	DNMT1 block	Tb MetRS inh	STEP block	eLon inh	Scp1 inh
CC(C)CNS(=O)(=O)c1ccc(OCC(=O)Nc2ccc(F)cc2F)cc1	0.2	0.9	4	5	-1	1	0.5	0	-7	9
CC(=O)Nc1ccc(S(=O)(=O)NCc2csc(C)n2)cc1	0.0	-0.6	3	-3	-2	1	-0.3	0	-16	-2
CC(C)N(C(=O)CN1CCC(c2nc3ccccc3[nH]2)CC1)C(C)C	0.9	0.0	-5	9	-8	1	-0.5	0	-18	5
CCCC(=O)Nc1ccc2c(c1)nc1n2CCN(CCOC)C1	-1.1	1.0	0	-17	-2	0	0.2	0	3	-2
Cc1ccc(CCNC(=O)C23CN(Cc4ccccc4)CC2C(c2ccc([N+](=O)[O-])cc2)=NO3)cc1 (stereo not drawn)	2.2	1.8	-16	10	-3	-11	-0.3	2	4	1
COc1cccc(CNC(=O)C(C)n2nc(C)n3c(cc4occc43)c2=O)c1 (stereo not drawn)	1.5	0.9	-6	6	-4	1	-0.4	-3	10	-4
CCC(Sc1nc2ccsc2c(=O)n1-c1ccc(Cl)c(C)c1)C(=O)NCc1ccco1 (stereo not drawn)	1.8	-0.2	5	1	-5	-3	-0.4	2	3	-9
O=C(CCN1C(=O)c2ccccc2C1=O)C1=NN[C@@H]2C(=O)N(c3cccc(F)c3)C(=O)[C@H]12	-1.1	1.9	-5	-7	-5	4	-0.7	-4	-12	-3
COc1ccc(C(=O)C2CCCN(Cc3cc(C)c(O)c(C)c3)C2)c(OC)c1 (stereo not drawn)	-0.3	2.1	3	6	-4	-3	-0.1	2	-8	-7
O=C1CC(NS(=O)(=O)c2cccnc2)CN1c1ccc(Cl)cc1 (stereo not drawn)	-0.5	-0.8	2	-12	-2	3	-0.3	0	-3	1
CN(Cc1ccc(Cl)cc1Cl)C(=O)CN1C(=O)NC2(CCCC2)C1=O	0.4	0.5	-5	16	0	3	-0.3	-2	12	5
C/C(N)=C(/C#N)C(=O)CSc1nnc(Cc2ccccc2F)n1N	-1.1&0.7	-0.2&-0.3	5&2	2&11	-7&-9	0&0	-0.2&-0.6	-2&-2	-2&-5	27&15
CCc1ccc(OCC(=O)NNC(=O)c2c(CC)noc2C)cc1	-1.3	0.7	-3	-11	-4	2	-0.3	4	-17	-6
CC1CCN(C(=O)CSc2nnc(-c3ccncc3)n2C)CC1	-1.2	-0.4	2	-4	0	3	-0.6	1	-4	0
COc1ccc(-c2[nH]ncc2/C=N/NC(=O)c2cccc([N+](=O)[O-])c2)cc1OC	-0.7	1.7	-9	-5	-2	1	-0.4	3	-2	-7
COc1ccc(N2C(=O)C(Cl)=C(N3CCOCC3)C2=O)cc1	-0.8	0.1	-29	5	-5	1	-0.9	5	2	12
CCOC(OCC)P(=O)(C(C)C)C(C)C	-1.9	0.3	-1	12	-2	-4	-0.5	-3	-5	-2
COC(=O)C1CCN(C(=O)CN(C)Cc2ccc(C(C)(C)C)cc2)CC1	-0.7	-0.4	11	-1	6	1	-0.8	0	5	12
O=C(OCCc1cc2ccccc2c(=O)o1)c1ccco1	-0.8	-0.1	-2	14	-5	1	-0.3	-3	-1	-6
O=C(COc1coc(CN2CCc3ccccc3C2)cc1=O)Nc1ccc(F)cc1F	-0.8	-0.2	7	-12	-3	-1	-0.4	-3	-7	-1
COc1ccccc1N1CCN(C(=O)/C=C/c2c(Cl)nc3ccccn23)CC1	1.5	4.6*	-14	-11	-14	0	-1.0	0	-3	-13
COCCCN1C(=O)c2ccc(C(=O)NCc3ccccn3)cc2C1=O	-0.3	-1.0	-27	-9	0	2	0.9	0	-7	-8
O=C(c1cccn2c(=O)c3cc(Cl)ccc3nc12)N1CCN(Cc2ccc3c(c2)OCO3)CC1	1.9	1.0	-11	-4	-3	-5	-0.7	3	1	-4
COc1ccccc1N1CCN(C(=O)CCn2c(=O)[nH]c3ccsc3c2=O)CC1	-0.2	-0.6	1	2	-3	3	-0.2	0	4	-13
O=C(CC1SC(=O)N(Cc2ccccc2Cl)C1=O)Nc1nccs1 (stereo not drawn)	0.5	-1.1	-2	-4	-2	1	-0.4	-4	8	-16
Cc1ccc(CN2C(=O)CCC2C(=O)NCC2CCCO2)cc1 (stereo not drawn)	-2.3	0.3	3	-3	1	2	-0.2	5	1	-7
Cc1ccc(/C(N)=N/OC(=O)c2cccc(Cn3cc(C(F)(F)F)ccc3=O)c2)cc1	1.6	1.4	-4	-12	-1	3	-0.5	0	-3	-9
Cc1nnc(SCc2nc(N)nc(Nc3ccccc3)n2)s1	-0.9	0.1	-2	-4	-3	6	-1.1	-3	7	-2
COc1ccc(C(C)=O)cc1CSc1nnc(-c2ccc(Cl)cc2)n1-c1ccccc1	0.7	-1.8	3	5	-12	-3	-1.4	0	4	7
COc1cccc(CNc2cccc3cccnc23)c1O	1.0	1.8	-2	-3	-5	-37	0.6	5	-1	-5
C/C(=N/NS(=O)(=O)c1ccc(C)cc1)c1c[nH]c2ccccc12	0.8	0.2	4	0	-1	-1	0.5	-3	-16	-4
CC(C)(C)C(=O)Nc1nnc([C@H]2C[C@H](O)[C@@H](CO)O2)s1	5.4	0.3	0	-4	-6	0	0.5	-1	-3	·
Cc1cc(C)n(-c2nnc(C)n2NS(C)(=O)=O)n1	-2.6	-0.3	0	9	1	2	-0.1	0	2	-6
Cn1c(SCc2ccc(C#N)cc2)nnc1-c1ccccc1	0.1	-0.4	-2	10	2	0	-0.3	2	8	-6
Cc1cc(N2CCN(C(C(=O)NC3CCCC3)c3ccc(F)cc3)CC2)c2ccccc2n1 (stereo not drawn)	45	-0.1	-1	11	·	·	-0.7	·	·	·
Cc1cc(C)n(CC(=O)c2ccc(Br)cc2)c(=O)c1C#N	-2.1	3.3	-1	-5	-3	2	-0.1	-4	-5	-7
CC1=C(C(=O)N(C(C)C)C(C)C)CC(CC(=O)NCCN2CCOCC2)C(=O)N1Cc1ccccc1 (stereo not drawn)	-2.8	-0.2	6	-3	-3	5	-0.9	1	-5	·
CCCC(=O)Nc1ccc(-c2csc(-c3cccnc3)n2)cc1	-0.3	-0.4	-18	3	-3	-2	1.0	2	3	3
CCOc1ccc(NC(=O)C2CCCN2S(=O)(=O)c2ccc(OCC)cc2)cc1 (stereo not drawn)	-0.3	0.8	-5	2	-2	3	-0.2	-2	-3	-13

Bioassay records from PubChem.
